Screens from PubChem.
OTUD3 inh – human OTUD3 deubiquitinase inhibition | Q5T2D3 | 47,000 compounds, 0.7% hits | purified OTUD3, Ub-rhodamine fluorescence, 2 h | inhibition, % at 25 µM
USP17 inh – blocks human USP17 ubiquitin-rhodamine cleavage | 47,000 compounds, 6.5% hits | purified USP17, Ub-rhodamine cleavage fluorescence, 3 h | A8MUK1 | inhibition, % at 50 µM
USP30 inh – inhibitors of human USP30 deubiquitinase; Q70CQ3; purified USP30, Ub-rhodamine cleavage fluorescence; inhibition, % at 25 µM; 47,000 compounds, 5.3% hits; AID 1645860
USP7 block – human USP7 deubiquitinase inhibition; Q93009; purified USP7, Ub-rhodamine cleavage fluorescence; inhibition, % at 20 µM; 47,000 compounds, 0.3% hits; AID 1645854
USP8 block – blocks human USP8 ubiquitin-rhodamine cleavage. AID 1645853. purified USP8, Ub-rhodamine cleavage fluorescence, 30 min. inhibition, % at 20 µM. 47,000 compounds, 4.2% hits
USP10 block – inhibitors of human USP10 deubiquitinase; Q14694; purified USP10, Ub-rhodamine fluorescence, 60 min; inhibition, % at 20 µM; 47,000 compounds, 1.1% hits
USP28 inh – human USP28 deubiquitinase inhibition. inhibition, % at 25 µM. purified USP28, Ub-rhodamine cleavage fluorescence, 30 min. 47,000 compounds, 3% hits. Q96RU2
Target sequence (Q96RU2 whole entry, looked up): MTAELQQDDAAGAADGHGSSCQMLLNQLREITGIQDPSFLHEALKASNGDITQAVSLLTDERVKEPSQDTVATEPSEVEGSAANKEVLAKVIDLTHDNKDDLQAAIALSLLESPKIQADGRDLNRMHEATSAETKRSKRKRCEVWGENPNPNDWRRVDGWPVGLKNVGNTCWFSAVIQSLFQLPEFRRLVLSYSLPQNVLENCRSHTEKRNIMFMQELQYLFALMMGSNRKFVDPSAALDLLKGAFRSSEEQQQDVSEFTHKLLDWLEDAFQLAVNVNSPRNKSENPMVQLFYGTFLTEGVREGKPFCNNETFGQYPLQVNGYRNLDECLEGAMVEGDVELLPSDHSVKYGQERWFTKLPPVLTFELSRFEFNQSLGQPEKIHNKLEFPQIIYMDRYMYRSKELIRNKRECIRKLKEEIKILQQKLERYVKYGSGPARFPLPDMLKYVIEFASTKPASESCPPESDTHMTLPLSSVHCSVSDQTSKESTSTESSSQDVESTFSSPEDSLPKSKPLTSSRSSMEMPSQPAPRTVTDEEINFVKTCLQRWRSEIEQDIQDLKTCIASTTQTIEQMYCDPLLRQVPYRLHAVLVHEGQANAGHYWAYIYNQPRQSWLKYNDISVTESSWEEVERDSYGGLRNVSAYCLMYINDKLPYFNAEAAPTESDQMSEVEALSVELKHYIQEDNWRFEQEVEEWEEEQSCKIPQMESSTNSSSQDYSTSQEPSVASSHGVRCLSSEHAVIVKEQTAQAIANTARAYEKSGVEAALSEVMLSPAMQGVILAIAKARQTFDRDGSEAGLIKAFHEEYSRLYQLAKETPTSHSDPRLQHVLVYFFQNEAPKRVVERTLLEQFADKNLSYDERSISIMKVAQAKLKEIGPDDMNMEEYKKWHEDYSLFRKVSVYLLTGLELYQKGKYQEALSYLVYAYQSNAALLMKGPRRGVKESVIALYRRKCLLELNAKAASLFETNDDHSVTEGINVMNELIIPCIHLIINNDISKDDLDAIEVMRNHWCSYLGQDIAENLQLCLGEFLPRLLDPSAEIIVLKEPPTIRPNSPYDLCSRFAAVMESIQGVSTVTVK
UCHL1 inh – blocks human UCHL1 ubiquitin-rhodamine cleavage. P09936. purified UCHL1, Ub-rhodamine cleavage fluorescence. inhibition, % at 20 µM. 47,000 compounds, 0.2% hits
Numbers without * were called inactive; . = no result given. Rule as the data show it: active = inhibition above about 30%; inactive = the rest.

item	Structure	OTUD3 inh	USP17 inh	USP30 inh	USP7 block
1	Cc1ccc2nc(CCc3ccc(NS(=O)(=O)c4ccc(F)c(Cl)c4)cc3)[nH]c2c1	-12.5	19.1	7.8	-163.3
2	COc1ccc(CC(=O)NCC(c2ccc(F)cc2)N2CCOCC2)cc1 (centres undefined)	11.7	16.6	17.8	2.4
3	CN(C)CCNC(=O)c1ccc2ccc(N(C)CC3CC3)n2c1	-0.5	-33.9	.	-3.2
4	Cc1nc(S(=O)(=O)NC[C@@]23CCC[C@H]2N(C)C(=O)CC3)cn1C	-9.1	-1.6	-31.4	-3.8
5	COc1ccc(-n2c(Cc3cccn3C)nnc2SCC(=O)Nc2cc(C)on2)cc1	-2.8	-3.3	-32.5	0.1
6	CCOc1ccc(NC(=O)CSc2nc3n[nH]c(C)c3c(=N)n2-c2ccc(OC)cc2)cc1	1.4	8.5	52.0*	1.5
7	O=C(C1CCN(c2nc(-c3ccccc3)no2)CC1)N1CCN(c2ccc(F)cc2)CC1	-6.7	-4.9	-34.1	-0.8
8	O=C(Nc1ccc(Cl)cc1)C1CCCN(S(=O)(=O)c2cccnc2)C1 (centres undefined)	1.4	11.2	0.0	-16.0

item	USP8 block	USP10 block	USP28 inh	UCHL1 inh
1	-17.7	16.1	14.0	2.7
2	-1.2	0.2	16.4	3.4
3	-24.2	-5.9	.	-2.7
4	2.1	-7.8	-5.8	28.0
5	-7.2	-3.2	-4.2	0.6
6	3.2	0.7	11.2	1.0
7	-10.7	0.0	-13.6	-0.5
8	9.1	1.0	7.2	1.9

item	Structure	OTUD3 inh	USP17 inh	USP30 inh	USP7 block
9	Cc1occc1-c1nnc(SCC(=O)Nc2ccc(F)cc2)o1	17.8	17.3	27.9	-38.0
10	Cc1ccc(S(=O)(=O)Nc2cc(-c3ccc(Cl)cc3)nn2C)cc1	16.3	19.5	24.7	-3.2
11	O=C1CC(C(=O)Nc2ccccc2F)n2nc(-c3ccccc3)cc2N1 (centres undefined)	1.6	78.4*	15.4	6.3
12	Cc1nn(Cc2ccccc2Cl)c(C)c1C(C1C(=O)CC(C)(C)CC1=O)C1C(=O)CC(C)(C)CC1=O	-8.0	-12.8	16.7	-4.7
13	O=C(Nc1cc(Cl)ccc1-n1cncn1)c1ccccc1C(F)(F)F	-3.7	-10.5	-9.9	-6.5
14	CC(=O)N1CCC(c2cncc(N3CC4(CCCCC4)OC3=O)n2)CC1	3.8	-2.9	-0.3	-6.0
15	COCCN(C(C)=O)c1nnc(C2CCCO2)s1 (centres undefined)	5.9	10.6	15.6	4.2
16	Cc1ccc(C(=O)CCC(=O)OCC(=O)c2ccc3[nH]c(=O)[nH]c3c2)cc1	20.3	54.7*	34.4*	2.2

item	USP8 block	USP10 block	USP28 inh	UCHL1 inh
9	-16.5	2.5	18.2	1.8
10	13.0	7.3	24.1	2.8
11	38.8*	15.6	55.9*	2.1
12	-5.0	4.9	-6.1	-0.3
13	-12.9	-3.3	-18.4	-3.0
14	0.9	4.6	-5.0	-3.8
15	10.6	-1.0	6.8	0.8
16	4.0	7.0	52.0*	3.6

item	Structure	OTUD3 inh	USP17 inh	USP30 inh	USP7 block
17	O=C(NCc1nc(-c2ccc(N3CCOCC3)cc2)no1)c1cccs1	3.6	-6.6	-0.7	3.2
18	COc1ccc(N2CCN(Cc3cc[nH]c(=O)c3)CC2)cc1	3.1	-5.9	0.2	3.3
19	COC1CN(C(=O)c2cccc(C#N)c2)CCC(=O)N(C)c2ccccc21 (centres undefined)	4.9	4.3	10.1	1.4
20	CCOc1ccccc1-c1cc(NC(=O)c2cc3ccc4cccnc4c3[nH]2)on1	29.9	67.8*	88.2*	14.9
21	Cc1cc(=O)n(CC(=O)N2CCN(c3ncccn3)CC2)c2c1c(C)nn2-c1ccccc1	-1.4	-9.2	-5.2	-4.2
22	O=S1(=O)CCC(CNS(=O)(=O)c2ccc3ccccc3c2)C1 (centres undefined)	7.6	2.8	18.1	3.2
23	O=C(NC1CCCc2ccccc21)c1cc(Cl)ccn1 (centres undefined)	13.6	.	-13.9	2.7
24	Cc1ccc2cnn(CC(=O)NCc3cccc(F)c3)c2c1	1.4	22.8	5.7	-5.5

item	USP8 block	USP10 block	USP28 inh	UCHL1 inh
17	5.4	0.1	4.8	-1.1
18	-22.1	-1.5	-1.6	1.5
19	13.4	0.0	7.4	-1.5
20	69.1*	53.1*	11.8	1.4
21	-0.3	-0.2	-13.7	-3.5
22	-31.6	0.0	8.2	0.3
23	21.4	-7.8	6.9	-0.4
24	2.4	0.2	7.2	-1.3

3 compounds picked at random from those above:
item	Structure	OTUD3 inh	USP17 inh	USP30 inh	USP7 block
20	CCOc1ccccc1-c1cc(NC(=O)c2cc3ccc4cccnc4c3[nH]2)on1	29.9	67.8*	88.2*	14.9
21	Cc1cc(=O)n(CC(=O)N2CCN(c3ncccn3)CC2)c2c1c(C)nn2-c1ccccc1	-1.4	-9.2	-5.2	-4.2
24	Cc1ccc2cnn(CC(=O)NCc3cccc(F)c3)c2c1	1.4	22.8	5.7	-5.5

item	USP8 block	USP10 block	USP28 inh	UCHL1 inh
20	69.1*	53.1*	11.8	1.4
21	-0.3	-0.2	-13.7	-3.5
24	2.4	0.2	7.2	-1.3

Additional results
item	Structure	OTUD3 inh	USP17 inh	USP30 inh	USP7 block
25	O=c1[nH]c2c(cnn2-c2ccccc2)c(O)c1-c1nc(-c2ccccc2)no1	3.9	0.3	-0.5	3.9
26	COc1ccc(CN2CCN(C(=O)c3ccc(CNS(=O)(=O)c4ccc(C)cc4)cc3)CC2)c(OC)c1OC	-11.2	-12.8	-1.8	1.8
27	O=C(Cc1c(Cl)cccc1Cl)NCc1cccc(C(F)(F)F)c1	4.3	34.4*	-0.2	0.1
28	CC(C)(C)C(=O)N1CCC(c2cncc(-c3ccccc3C(=O)O)n2)CC1	9.6	8.0	18.1	0.9
29	Cc1ccc(C)c(C(=O)NCc2noc(C3CCCCC3)n2)c1	4.9	-1.4	-1.3	-1.2
30	FC(F)(F)c1cccc(C2N=C(c3ccccc3)SC(c3ccccc3)=N2)c1	4.8	27.0	.	6.4
31	Cn1c(O)c(C2=Nc3ccccc3SC(c3ccc(Cl)cc3)C2)c(=O)n(C)c1=O (centres undefined)	1.7	19.2	9.0	1.3
32	O=c1c2c(ccn1Cc1cc(F)ccc1F)ccn2Cc1cccnc1	-0.3	-6.7	8.1	-47.4

item	USP8 block	USP10 block	USP28 inh	UCHL1 inh
25	4.8	1.2	3.1	1.9
26	1.0	-0.7	-13.2	0.3
27	49.9*	-0.1	-3.6	0.5
28	13.8	-1.2	7.8	1.7
29	6.2	-0.7	7.0	-0.9
30	0.0	8.0	.	0.0
31	5.5	-4.9	0.3	-2.4
32	6.3	3.1	68.2*	0.1

item	Structure	OTUD3 inh	USP17 inh	USP30 inh	USP7 block
33	N#CC1(c2ccccc2)CCC2(CC1)N=C(N)Nc1nc3ccccc3n12 (centres undefined)	-7.1	-12.8	-24.1	-17.7
34	COc1ccc(CNc2ccc3c(cc2=O)[C@@H](NC(C)=O)CCc2cc(OC)c(OC)c(OC)c2-3)cc1OC	-21.0	-121.0	-90.2	-7.7
35	O=C(CN(Cc1ccccc1Cl)C(=O)CCC(=O)Nc1ccccn1)NCc1ccco1	-3.6	-7.9	-0.1	-8.4
36	Cc1nc(C)n(CC2CCCN2Cc2nc(-c3ccco3)no2)n1 (centres undefined)	-13.2	-40.6	-47.1	0.8
37	CC(=O)c1ccccc1Nc1ccc2c(C(F)(F)F)cc(C(F)(F)F)nc2n1	-24.9	-146.2	-166.9	2.2
38	O=C(/C=C/c1ccc(F)cc1)N1CCCc2ccccc21	3.2	1.7	15.6	-30.9
39	Cc1cccc(C(=O)N2C[C@H](Oc3ccccn3)[C@H]3OCCC[C@H]32)n1	1.0	-38.0	-32.4	0.1
40	Cc1ccc(NC(=O)c2ccc3nn(CC(=O)Nc4ccc(C)cc4C)c(=O)n3c2)cc1	-13.0	-18.4	-50.3	10.8

item	USP8 block	USP10 block	USP28 inh	UCHL1 inh
33	2.7	-3.0	0.5	-2.2
34	-64.0	-6.0	-74.8	-1.9
35	0.0	0.6	-1.4	-0.8
36	-25.9	-6.5	-19.5	-6.5
37	-31.6	-4.8	-35.7	-9.4
38	-4.0	4.4	8.7	-2.3
39	-280.5	0.3	-12.7	-4.4
40	52.7*	3.0	-19.4	-4.3

item	Structure	OTUD3 inh	USP17 inh	USP30 inh	USP7 block
41	N#Cc1nc(-c2ccc(COc3ccccc3)o2)oc1N1CCN(C(=O)c2ccco2)CC1	2.0	0.0	-20.1	-10.7
42	Cc1nc2c(c3c1COC(C)(C)C3)c(=O)ncn2Cc1ccccc1	-40.1	-62.1	-148.1	-14.3
43	COCCNC(=O)c1cccc2c1C(=O)N(C1CCCCC1)C2	14.3	10.6	28.8	-0.7
44	Cn1c(=O)c2nc(SCc3ccccc3F)n(C)c2n(C)c1=O	-0.3	1.3	0.4	-1.0
45	O=S(=O)(c1ccccc1)N1CCCCCC1C1CCN(c2ncccn2)CC1 (centres undefined)	0.1	-0.1	-0.2	9.4
46	CC(=O)c1sc(NC(=O)C2CCCN2S(=O)(=O)c2ccccc2F)nc1C (centres undefined)	-64.7	-136.1	-264.4	0.6
47	O=c1cc(CCC2CN(Cc3ccc4ncccc4c3)CCO2)nc[nH]1 (centres undefined)	10.9	9.7	26.4	0.8
48	O=C(NC1CCCCC1)C1CCN(C(=O)c2cc(-c3ccncc3)n[nH]2)CC1	12.1	8.5	15.0	4.0

item	USP8 block	USP10 block	USP28 inh	UCHL1 inh
41	8.0	-9.8	0.2	-1.9
42	-17.7	-2.9	-31.0	-3.4
43	-0.2	3.7	13.4	1.4
44	2.3	1.4	3.8	-1.9
45	-5.1	6.5	0.1	3.7
46	-8.0	-4.9	-147.0	-1.1
47	12.7	0.0	4.3	0.7
48	21.8	0.3	6.7	4.3

item	Structure	OTUD3 inh	USP17 inh	USP30 inh	USP7 block
49	COCCC(=O)N1CC2(CCN(Cc3ccc(-c4ccccc4)cc3)CC2)C1	7.5	-6.5	21.4	1.8
50	Cc1cnc(C(=O)N2CCC3(CC2)CCN(CC2CCCC2)C3=O)cn1	-1.8	-25.3	-29.4	-0.8
51	Cc1cn2c(=O)c(C(=O)Nc3ccccc3Cl)cnc2s1	-4.2	11.3	-35.3	2.4
52	CC(C)(C)c1ccc(OCCCC(=O)Nc2ccc(S(=O)(=O)N3CCCC3)cc2)cc1	-7.7	-36.8	-34.5	7.6
53	CCNC(=O)C1(Cc2cc(-c3ccccc3)no2)CCCN(C(=O)c2ccccc2)C1 (centres undefined)	2.0	0.3	6.8	0.0
54	COc1ccc(C(=O)NCCn2cc(SCc3cccc(F)c3)c3ccccc32)cc1	12.4	11.2	11.1	8.5
55	Cc1cc(-c2nnc(CN3CCOCC3)o2)ccc1[N+](=O)[O-]	0.0	-19.2	-4.0	0.3
56	O=C(NCCCc1nc2ccccc2n1Cc1c(Cl)cccc1Cl)c1ccco1	28.2	74.1*	11.3	-30.1

item	USP8 block	USP10 block	USP28 inh	UCHL1 inh
49	-1.3	-2.9	0.9	4.2
50	5.3	-1.3	-9.5	-2.3
51	-5.2	-1.1	-1.0	-0.3
52	-123.7	10.0	-26.1	3.3
53	3.4	0.5	0.0	1.4
54	-16.8	7.5	12.5	7.5
55	-124.9	-0.3	-7.1	-1.1
56	17.1	4.6	47.0*	1.0

item	Structure	OTUD3 inh	USP17 inh	USP30 inh	USP7 block
57	COc1cccc(C2=Nc3cc(C)c(C)cc3NC(=O)C2)c1	-10.0	21.2	-11.8	-1.3
58	CNC(=O)C1CN(C)CCN(C(=O)c2cc3nc(C)cc(C)n3n2)C1 (centres undefined)	-0.3	0.1	15.1	4.6
59	Cc1ccc(C(=O)Nc2c(C(=O)N3CCN(c4ccc(F)cc4)CC3)[nH]c3ccccc23)cc1	-4.2	-5.0	-6.6	-1.6
60	COc1cccc(NC(=O)c2cn(-c3cc(N4CCCC4)ncn3)cn2)c1	-65.4	-48.6	-371.5	-10.4
61	Cc1cccc(CN2C(=O)N(Cc3ccccc3)S(=O)(=O)c3ccccc32)c1	16.6	7.3	33.9*	5.3
62	CCOC(=O)c1noc2nc(C)nc(NCc3ccccc3OC)c12	8.9	21.0	10.7	1.8
63	O=C(C1CCCN(S(=O)(=O)N2CCCCC2)C1)N1CCN(Cc2ccc3c(c2)OCO3)CC1 (centres undefined)	6.8	-8.1	0.3	1.4
64	COc1cccc(-c2noc(C3CCCN3C(=O)Nc3ccccc3C)n2)c1 (centres undefined)	-14.6	-11.7	3.0	-2.8
65	COc1ccc2[nH]c3c(c2c1)CCN1C(=O)N([C@@H](C)C(=O)NCc2ccc(F)cc2)C(=O)[C@]31C	-11.2	22.0	-90.5	-3.0
66	CN(C)S(=O)(=O)c1cccc(COc2ccc(C#N)cc2)c1	16.0	6.7	19.0	-0.1

item	USP8 block	USP10 block	USP28 inh	UCHL1 inh
57	3.2	10.1	-8.1	1.0
58	-7.1	0.0	-27.2	1.4
59	-8.5	0.1	-4.3	-1.8
60	-67.1	-7.8	-43.3	-17.0
61	12.8	8.6	15.2	7.5
62	43.3*	-2.1	12.7	3.2
63	6.9	-0.7	0.4	2.4
64	-9.9	0.1	-15.4	-0.1
65	-17.4	-5.0	1.8	-3.3
66	1.1	1.8	12.4	0.9
